Nrf2 block: Nrf2 pathway inhibition. A549 ARE-Fluc reporter, luciferase luminescence, 18-24 h. Potency, µM (highest dose often 46 µM), without a hit: at the highest dose activity change, negative = inhibition, actives largely listed as inhibitors. 360,000 compounds, 2.1% hits. AID 504444; note: potency is the fitted concentration of half-maximal effect; % is set by controls: 0 for no effect and ±100 for the full control effect; nearly all actives have a fitted effect of over 60% in size
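Quantitative HTS in A549 cells stably bearing an antioxidant response element-firefly luciferase construct. Inhibition of Nrf2-driven transcription was scored by luminescence after 18-24 h of compound exposure at 37 °C.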
CCT chaperon mod: modulators of cytosolic chaperonin (CCT/TRiC) activity; AID 651819; 360,000 compounds, 0.3% hits; purified chaperonin ATPase assay, HTRF ADP detection, 30 min; activity change, % (no concentration beside the values), hits read low; in the data active = activity change below about -30%; note: % is set by controls: 0 for no effect and ±100 for the full control effect
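ATPase activity: ADP formed was measured by HTRF Transcreener (665/615 nm ratio) after 30 min at 37 deg C with 10 uM ATP. Compounds screened at one 76 uM concentration against 40 or 20 nM TRiC in Tris pH 7.4/KCl/MgCl2/DTT buffer.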
MmCpn inh: M. maripaludis TRiC chaperonin inhibition; purified Mm-Cpn ATPase, ADP Transcreener TR-FRET; Potency, µM (titrated, usually from 76.9 µM), for the others: at the highest dose activity, negative = inhibition, usual class: inhibitors; 330,000 compounds, 0.031% hits; note: potency is the fitted concentration of half-maximal effect; % is set by controls: 0 for no effect and ±100 for the full control effect; nearly all actives have a fitted effect of over 80% in size
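ATPase turnover read by TR-FRET ADP competition (Eu cryptate antibody/ADP-d2, 665/590 nm): 10uM ATP final, 25nM Mm-CPN final, 30 min 37degC after 10-min compound preincubation, pH 7.4 Tris/KCl/MgCl2/DTT buffer.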
S2 tox: viability counter-screen for ATXN expression inhibitors. S2 cells (HEK-293 line with an ATXN2-luciferase reporter) viability, CellTiter-Fluor protease fluorescence, 24 h. Potency, µM (top dose mostly 56.7 µM), usual class: cytotoxic. 400,000 compounds, 0.49% hits; note: potency is the fitted concentration of half-maximal effect; nearly all actives have a fitted effect of over 40% in size
TGFb SMAD3 inh: inhibitors of TGF-b signaling; Potency, µM (titrated, usually from 46.1 µM), without a hit: top-dose activity, negative = inhibition, actives largely listed as inhibitors; HepG2 CAGA-GFP TGF-b/SMAD3 reporter, GFP fluorescence, 18 h; TGF-beta stimulated, 500 pg/mL final; 410,000 compounds, 1.2% hits; note: potency is the fitted concentration of half-maximal effect; % is set by controls: 0 for no effect and ±100 for the full control effect; nearly all actives have a fitted effect of over 65% in size
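Cell-based qHTS in HEPG2 carrying a CAGA-GFP Smad reporter; compounds added before 500 pg/mL final TGF-beta, 18 h incubation at 37 degrees C, GFP fluorescence quantified per cell by imaging cytometry.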
Akt phos inh: Akt phosphorylation inhibition | 360,000 compounds, 0.32% hits | activity change, % for hits at 50 µM | Neuro2A IGF-stimulated pAkt S473 HTRF, 20 min; hits give low values | AID 651550; in the data active = activity change below about -80%; inconclusive = mostly about -51% to -80%; note: % is set by controls: 0 for no effect and ±100 for the full control effect
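Single-point screen (50 µM final compound) in Neuro2A cells stimulated 20 min with 6 nM IGF at 37 deg C. After lysis, Ser473-phosphorylated Akt read by HTRF (ex 330 nm, em 615/665 nm) as the 665/615 ratio.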
Nrf2 ARE act: activators of Nrf2 (ARE) signaling | 410,000 compounds, 0.31% hits | AID 624171 | Potency, µM (series often up to 46.1 µM), inactives show at the highest dose activation, actives largely listed as activators | AREc32 ARE-luciferase reporter (MCF7-derived line), luminescence, 24 h; note: potency is the fitted concentration of half-maximal effect; % of control where 0% means no effect; nearly all actives have a fitted effect of over 65% in size
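AREc32 cells carrying an ARE-driven firefly luciferase reporter were seeded at 1000 cells/well in OPTI-MEM with 5% FBS, then exposed to compound for 24 hr at 37 deg C. Luminescence was read with Steady-Glo after 30 min at RT.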
HepG2 viability: counter-screen for TGF-b inhibitors: cytotoxicity in HepG2 cells. HepG2 CAGA-GFP viability, ATP luminescence, 18 h. Potency, µM (top dose mostly 46.1 µM), without a hit: top-dose activity change, negative = cytotoxicity, hits mostly cytotoxic. 410,000 compounds, 0.76% hits. AID 588856; note: potency is the fitted concentration of half-maximal effect; some results filed as inactive show a strong effect at the top dose
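HepG2 CAGA-GFP cells (1000/well, DMEM with 1% FBS) received compound, then TGF-beta at 500 pg/mL final, and were incubated 18 hours at 37 degrees C. Viability was read by CellTiter-Glo luminescence. Media-only wells were set as complete cell-killing and DMSO as no toxicity.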
A549 viability: kills or reduces viability of A549 cells in Nrf2 counter-screen; 390,000 compounds, 0.16% hits; Potency, µM (highest dose often 46 µM), inactives show top-dose activity change, negative = cytotoxicity, hits mostly inhibitors; A549 ARE-Fluc cells, CellTiter-Fluor viability, 18-24 h; note: potency is the fitted concentration of half-maximal effect; % is set by controls: 0 for no effect and ±100 for the full control effect
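A549 ARE_Fluc cells in 5% FBS OPTI-MEM were exposed to compounds in concentration-response for 18-24 h at 37 deg C. Viability was read by CellTiter-Fluor fluorescence (Ex 405/Em 525) after 30 min, before the luciferase read.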
An asterisk follows results filed as active; i = inactive; ? = inconclusive; . = not tested or not shown; & = joins results of further samples; [ ] = another dose, or the depositor's remark. Unless noted, calls come from the whole dose curve; as a rule, active = well fitted curve in the direction sought with a large enough effect; inconclusive = small, poorly fitted or top-dose-only effect, or another doubt; inactive = no such curve, though single readings can be large; an effect the other way counts as inactive or inconclusive.

Values run as follows: CCT chaperon mod	MmCpn inh	A549 viability	Nrf2 block	S2 tox	TGFb SMAD3 inh	Akt phos inh	HepG2 viability	Nrf2 ARE act
Cc1cc(Cl)ccc1OCC(=O)NNC(=O)c1cccnc1
 : -1.8	3.1%	2.9%	-6.8%	i	-3.5%	i	-2.0%	0.0%
O=C(Nc1ccc(Cl)cc1)NC1CCCCC1Cc1ccco1 (centres undefined)
 : 1.0	1.5%	-27.5%	?	?	-9.0%	i	-53.4%	2.4%
NC(=O)C1(NC(=O)[C@@H]2CC3(CC(c4cccc(NC(=O)[C@@H]5CCC(=O)N5)c4)=NO3)CN2C(=O)Cc2ccc(Cl)cc2)CC1 (some centres undefined)
 : -0.6	-3.5%	-1.4%	-4.3%	i	14.6%	i	4.3%	-1.8%
C/[N+]([O-])=C/c1c(OCc2ccccc2)ccc2ccccc12
 : 0.3	1.1%	0.9%	20.7%	i	-15.9%	i	-20.8%	10.5%
O=C(CN1CCN(c2ccccn2)CC1)NCc1cccs1
 : -0.9	-0.5%	5.0%	9.3%	i	1.2%	i	-19.0%	0.1%
COCCNc1nc(-c2ccc(Cl)cc2C)c2sccc2n1
 : -0.3	.	.	.	i	-16.2%	i	-0.1%	7.6%
COC(=O)c1ccc2nc(-c3ccc(OC)c(OC)c3)c(Cc3cccc(F)c3)n2c1
 : -2.2	.	.	.	?	.	i	.	17.4%
Cc1c(N)c(C(C)(C)C)cc(C(C)(C)C)c1[N+](=O)[O-]
 : 1.7	2.4%	3.7%	-3.3%	i	?	i	-52.6%	-0.5%
O=C(c1ccc2c(c1)OCO2)N1CCC2(CC1)Oc1ccc(F)cc1C(=O)C21CC(c2cccnc2)=NO1 (centres undefined)
 : 1.1	1.7%	6.1%	17.2%	i	?	i	-42.7%	-0.4%
COc1ccc(C2(CNC(=O)c3cccs3)CCOCC2)cc1
 : -2.2	2.3%	14.6%	-3.0%	i	9.6%	i	-20.9%	-0.3%
O=C(NCC1CCCO1)c1cccc(NC(=O)c2ccc(Br)cc2)c1 (centres undefined)
 : -1.8	-1.9%	-5.7%	-14.8%	i	7.6%	i	-7.1%	0.1%
COC(=O)CCC(=O)Nc1cccc(C(=O)Nc2cccc(Cl)c2)c1
 : -4.0	3.6%	-2.7%	19.9%	i	-2.7%	i	-1.2%	1.7%
O=S(=O)(c1ccccc1)c1nc(-c2ccccc2F)oc1N1CCOCC1
 : .	.	4.3%	-13.5%	?	?	.	0.2%	0.2%
O=C(NCc1ccccc1Cl)C1CCCN(C(=O)c2cnn(-c3ccccc3)c2-n2cccc2)C1 (centres undefined)
 : .	.	-3.6%	?	?	?	.	-7.8%	4.3%
O=[N+]([O-])c1cccc(NC(=S)NCCc2ccccc2)c1
 : -2.7	-0.2%	0.2%	?	i	?	i	-5.1%	0.9%
O=C1CCC/C=C/C[C@@H](CC(=O)N(CCO)Cc2ccccc2)C(=O)NC[C@H](c2ccccc2)O1
 : -2.5	0.9%	-6.5%	-10.1%	i	-10.6%	i	-3.9%	-0.4%
CCCn1c(SCC(=O)Nc2ccc3c(c2)OCCO3)nnc1-c1ccco1
 : -2.1	-2.4%	-10.0%	-27.9%	i	1.6%	i	-3.9%	0.0%
O=C1C2Sc3[nH]c(=O)sc3C(c3ccccc3)C2C(=O)N1c1ccc(Cl)cc1 (centres undefined)
 : -1.3	-0.8%	-9.6%	-17.4%	i	-35.8%	i	-2.5%	-1.2%
COc1ccccc1OCCNC(=O)C1CC(=O)N(c2ccccc2OC)C1 (centres undefined)
 : 1.7	0.1%	-3.5%	-2.8%	i	10.3%	i	5.0%	0.2%
Cc1cccc(-n2c(=O)c3ccccc3n3c(=S)[nH]nc23)c1C
 : 0.3	-0.5%	-10.1%	?	i	4.9%	i	7.9%	-0.7%
C#CCN(C[C@@H]1[C@@H](OC(=O)NCC2CCCCC2)[C@@H](OC(=O)NCC2CCCCC2)Cn2c(=O)n(CCCCCC)c(=O)n21)S(=O)(=O)c1ccc(C)cc1
 : -3.6	.	.	.	i	-6.3%	i	-3.4%	-0.8%
COc1ccc(S(=O)(=O)Nc2c(C)n(C)n(-c3ccccc3)c2=O)c(Cl)c1Cl
 : -6.5	-1.1%	16.6%	-12.5%	i	-7.6%	i	-6.1%	-0.4%
COc1cccc(N(C(=O)c2cnccn2)C(C(=O)NC2CCCCC2)c2ccc(Cl)cc2)c1 (centres undefined)
 : -4.4	-1.5%	-20.6%	-14.2%	i	-12.9%	i	-26.3%	2.9%
COc1cc(C(=O)N(Cc2ccc(N(C)C)cc2)CC2CCCO2)cc(OC)c1OC (centres undefined)
 : .	.	0.0%	-3.0%	.	-9.2%	.	-30.1%	0.1%
Cc1ccc(Cl)cc1N1CCN(S(=O)(=O)c2ccc3c(c2)CC(=O)N3C)CC1
 : -54.2*	-2.5%	0.0%&0.0%	?	i	-17.1%&-1.2%	i	-11.6%&23.3%	0.2%&-0.5%
COc1ccc(-c2nc(N)ncc2Oc2ccccc2Br)c(O)c1
 : 3.8	-27.1%	0.1%	.	i	2.6%	i	0.2%	0.2%
COc1ccc(-n2cc(-c3ccc(OC(F)F)cc3)[n+]3c2CCCCC3)cc1
 : -0.1	-4.4%	-6.8%	-5.8%	i	-8.4%	i	-14.8%	-0.6%
COc1cc(S(=O)(=O)Nc2ccc3c(c2)C(=O)N(C)C3=O)ccc1NC(C)=O
 : -2.3	0.5%	-3.4%	3.2%	.	13.5%	i	2.1%	0.1%
COc1cc(-c2noc(-c3ccc(N4CCCCC4)c([N+](=O)[O-])c3)n2)cc(OC)c1OC
 : .	.	0.3%	1.3%	i	16.2%	.	19.8%	3.5%
COc1ccccc1NC(=S)N(CCc1ccc(OC)c(OC)c1)Cc1ccccn1
 : 1.1	-0.6%	2.0%	-0.5%	i	-18.7%	i	-1.9%	0.1%
CC1(C)NC(=O)N(CC(=O)OCC(=O)Nc2cccc(F)c2)C1=O
 : -0.7	2.0%	-0.5%	12.1%	i	-2.4%	i	-0.5%	-0.6%
CCCCCN(C(=O)CCC(=O)OCC(=O)N1C(C)CCCC1C)c1c(N)n(CCCC)c(=O)[nH]c1=O (centres undefined)
 : -2.4	1.1%	-5.6%	-3.1%	i	?	i	-14.6%	-0.9%
NC(=O)c1nsc(C(=O)N(c2ccccc2)C(C(=O)NC2CCCC2)c2cccs2)c1N (centres undefined)
 : -2.1	-0.6%	2.8%	2.5%	i	-8.4%	i	-14.3%	-0.5%
CC1CCCCC1NC(=O)Cc1ccc(S(=O)(=O)N2CCOCC2)s1 (centres undefined)
 : -0.4	-5.7%	-5.1%	2.5%	i	-13.2%	i	0.0%	-0.6%
O=C(N/N=C/c1cccnc1)c1ccc(Cn2cc([N+](=O)[O-])cn2)o1
 : -6.0	-3.1%	6.6%	-12.1%	i	-6.7%	i	0.0%	0.5%
O=C(CSc1ccccn1)N1CCN(S(=O)(=O)c2ccc(Cl)cc2)CC1
 : -1.7	-2.9%	-3.4%	-7.9%	i	2.8%	i	-7.2%	0.1%
Cc1cccc(C)c1NC(=S)N/N=C/c1ccccc1C(=O)O
 : 0.4	2.8%	1.5%	-2.9%	i	6.2%	i	-4.3%	-0.2%
COc1ccc(C(=O)C[n+]2ccc3c(c2)nc(-c2ccccc2)n3C)cc1
 : -36.1*	0.7%	-1.8%	3.2%	i	6.6%	i	0.2%	-0.4%
CC(C)(C)c1ccc(-n2ncc3c2CCCC3NC(=O)c2ccco2)cc1 (centres undefined)
 : 1.0	.	.	.	i	3.0%	i	-28.4%	8.5%
CCCOP(=O)(c1ccc(N(C)C)cc1)C(O)c1ccc(Br)cc1 (centres undefined)
 : -6.0	0.0%	-0.2%	3.6%	i	0.6%	i	-2.0%	1.7%
CCC(NC(=O)C1C2C=CC(C2)C1C(=O)O)c1ccc(C)cc1 (centres undefined)
 : 1.7	4.7%	0.5%	-2.1%	i	4.1%	i	-19.7%	-0.1%
CC1(C)OC(=O)C(=CNC(=O)c2c(F)cccc2F)C(=O)O1
 : -1.5	-8.5%	-8.0%	4.3%	i	-17.0%	i	-18.7%	-0.6%
CN(C1CC(C)(C)NC(C)(C)C1)S(=O)(=O)CC12CCC(CC1=O)C2(C)C (centres undefined)
 : 0.0	-1.7%	5.8%	5.3%	i	-9.3%	i	-9.7%	0.3%
Cc1cccc(C2=NC(C(F)(F)F)(C(F)(F)F)c3c(n(-c4ccc(F)cc4)c(=O)[nH]c3=O)N2)c1
 : -1.8	0.3%	-4.1%	-21.7%	i	?	i	-48.3%	1.9%
COc1ccc(C(=O)NCC(C)(C)CNC(=O)c2ccc(OC)cc2)cc1
 : -1.2	.	1.9%	-5.1%	?	36.8%[activator]	i	42.1%	1.8%
COc1ccc(N(CC(=O)NC2CCCCC2)C(=O)c2snc(C(N)=O)c2N)cc1
 : 0.1	-4.2%	4.7%	-4.9%	i	-26.8%	i	-43.9%	-0.2%

Only Nrf2 ARE act, for some of the entries so far:
SMILES	Nrf2 ARE act
CC1(C)NC(=O)N(CC(=O)OCC(=O)Nc2cccc(F)c2)C1=O	-0.6%
O=C(CSc1ccccn1)N1CCN(S(=O)(=O)c2ccc(Cl)cc2)CC1	0.1%
